Source: PubChem
Glioma ERSR ind: qHTS for Inducers of the Endoplasmic Reticulum Stress Response (ERSR) in Human Glioma: qHTS; U87-MG GRP78 promoter luciferase reporter, 16 h; Potency, µM, without a hit: top-dose activation, usual class: activators; 0.02% of 420,000 active; note: potency is the fitted concentration of half-maximal effect; series mostly up to about 76 µM; % of control where 0% means no effect; nearly all actives have a fitted effect of over 35% in size
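Stably transfected U87-MG glioma cells carrying a GRP78-based luciferase sensor; 16 h compound incubation. Luminescence end-point read 10 min after Bright-Glo addition at room temperature.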
TrxR1 substrate: qHTS Assay for Substrates of Mammalian Selenoprotein Thioredoxin Reductase 1 (TrxR1): qHTS. Thioredoxin reductase 1, cytoplasmic (Rattus norvegicus), O89049. purified TrxR1 substrate turnover, NADPH consumption readout. Potency, µM (series often up to 114 µM), inactives show at the highest dose activity change, negative = substrate turnover. 0.01% of 390,000 active. AID 588456, 2011; note: potency is the fitted concentration of half-maximal effect; % is set by controls: 0 for no effect and ±100 for the full control effect; nearly all actives have a fitted effect of over 50% in size
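Rat TrxR1, dispensed at 90 nM, was prereduced with 400 uM NADPH (final) for 5 min at ~22 deg C, then incubated with compound 15 min before 400 uM selenite. A first-read NADPH fluorescence drop versus no-compound background flagged substrates.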
rTrxR1 inhibitor: qHTS Assay for Inhibitors of Mammalian Selenoprotein Thioredoxin Reductase 1 (TrxR1): qHTS. Potency, µM (top dose mostly 114 µM), for the others: top-dose activity change, negative = inhibition, hits mostly inhibitors. 1% of 390,000 active. Thioredoxin reductase 1, cytoplasmic (Rattus norvegicus), O89049. recombinant rTrxR1, NADPH fluorescence consumption, selenite substrate; note: potency is the fitted concentration of half-maximal effect; % is set by controls: 0 for no effect and ±100 for the full control effect; nearly all actives have a fitted effect of over 65% in size
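Rat TrxR1 (90 nM in the dispensed reagent) was pre-reduced with 400 uM NADPH for 5 min at room temperature, then incubated with compound for 15 min. After 400 uM selenite was added, NADPH fluorescence (Ex 340/Em 450 nm) was followed for 8 min.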
USP1 inh: Inhibitors of USP1/UAF1: Primary Screen; AID 743255, 2014; 0.23% of 390,000 active; recombinant USP1/UAF1, Ub-Rhodamine cleavage fluorescence; Potency, µM (doses to about 57.1 µM), for inactives: at the highest dose activity change, negative = inhibition, actives largely listed as inhibitors; note: potency is the fitted concentration of half-maximal effect; % is set by controls: 0 for no effect and ±100 for the full control effect; nearly all actives have a fitted effect of over 60% in size; inactives centre near -12
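USP1/UAF1 complex at 1 nM was preincubated with compound for 15 min at room temperature, then Ub-Rho substrate (150nM final) was added. Fluorescence (480/540 nm) was read kinetically, 6 reads every 60 seconds.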
LDHA block: qHTS assay for inhibitors of human lactate dehydrogenase. 0.15% of 480,000 active. L-lactate dehydrogenase A chain (Homo sapiens), P00338. purified LDHA, NADH/diaphorase-resazurin fluorescence; stronger effect = lower value. AID 1347041, 2019. activity change, % (values are at about 110 or 230 µM); in the data active = activity change below about -30%; inconclusive = mostly about -25% to -30%;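 note: plate controls were DMSO wells for no effect and wells without enzyme for full effect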
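LDH5 2 nM; NADH 0.06 mM, pyruvate 0.2 mM; 200 mM Tris pH 7.4, EDTA, Tween-20; 5 min RT. Detection: diaphorase 0.133 mg/mL + resazurin 37 µM, fluorescence ex540/em590 at 0 and 20 min; normalized to enzyme-free and DMSO wells.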
IDH1 R132H inh: qHTS for Inhibitors of mutant isocitrate dehydrogenase 1 (IDH1): qHTS; Isocitrate dehydrogenase [NADP] cytoplasmic (Homo sapiens), O75874; IDH1-R132H enzyme, NADPH consumption, diaphorase/resazurin fluorescence; Potency, µM (doses to about 76.6 µM), without a hit: at the highest dose activity change, negative = inhibition, hits mostly inhibitors; 0.093% of 390,000 active; AID 602179, 2012; note: potency is the fitted concentration of half-maximal effect; % is set by controls: 0 for no effect and ±100 for the full control effect; nearly all actives have a fitted effect of over 65% in size
Target sequence (O75874 whole entry R132H, stated change not applied): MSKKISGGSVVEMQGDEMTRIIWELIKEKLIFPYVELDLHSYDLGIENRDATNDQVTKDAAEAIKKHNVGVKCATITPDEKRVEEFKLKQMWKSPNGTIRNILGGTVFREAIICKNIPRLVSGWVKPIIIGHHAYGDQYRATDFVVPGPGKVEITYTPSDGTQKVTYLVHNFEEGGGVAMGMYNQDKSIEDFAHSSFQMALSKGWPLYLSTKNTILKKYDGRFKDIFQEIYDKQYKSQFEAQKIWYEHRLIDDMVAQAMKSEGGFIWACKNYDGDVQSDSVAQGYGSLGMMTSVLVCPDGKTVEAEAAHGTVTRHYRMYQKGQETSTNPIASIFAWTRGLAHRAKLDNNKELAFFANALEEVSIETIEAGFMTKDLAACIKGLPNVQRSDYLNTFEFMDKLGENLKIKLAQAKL
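IDH1-R132H (0.5 ug/mL dispensed) in pH 7.5 Tris buffer was preincubated 30 min with compound, then given a substrate mix of 0.016 mM NADPH and 2 mM alpha-KG for 80 min at room temperature; remaining NADPH was read by diaphorase/resazurin fluorescence.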
Vif-APOBEC3G blk: qHTS for Inhibitors of Vif-A3G Interactions: qHTS; HeLa A3G-eYFP + Vif (tagged APOBEC3G with the HIV-1 protein that degrades it), YFP fluorescence, overnight; Potency, µM (top dose mostly 46.1 µM), for the others: at the highest dose activity, negative = active, actives largely listed as inhibitors; 0.076% of 410,000 active; AID 602310, 2012;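 note: potency is the fitted concentration of half-maximal effect; % is set by controls: 0 for no effect and ±100 for the full control effect; nearly all actives have a fitted effect of over 60% in size; hits raise eYFP signal because A3G escapes Vif-driven loss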
Target sequence (Q9HC16 whole entry, looked up): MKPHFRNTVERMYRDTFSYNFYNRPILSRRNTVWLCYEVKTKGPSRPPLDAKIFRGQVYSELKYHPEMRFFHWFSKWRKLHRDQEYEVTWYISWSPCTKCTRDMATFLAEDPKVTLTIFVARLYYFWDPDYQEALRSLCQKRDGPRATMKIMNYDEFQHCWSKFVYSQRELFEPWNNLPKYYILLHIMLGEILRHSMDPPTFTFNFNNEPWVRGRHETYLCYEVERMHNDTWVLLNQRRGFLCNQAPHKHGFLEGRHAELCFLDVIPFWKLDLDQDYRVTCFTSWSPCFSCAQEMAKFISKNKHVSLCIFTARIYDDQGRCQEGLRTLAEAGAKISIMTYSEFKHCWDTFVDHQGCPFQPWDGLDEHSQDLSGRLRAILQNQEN
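Read-out is eYFP fluorescence (Ex 488/Em 500-530) from Vif-expressing HeLa A3G-eYFP cells; more signal means A3G escaped Vif-mediated degradation. Cells plated overnight, compound pinned in, incubated overnight at 37 deg C.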
RGS4 inh: Inhibitors of Regulator of G Protein Signaling (RGS) 4: qHTS; Transcreener GDP fluorescence polarization, RGS4-accelerated GTP hydrolysis; AID 504845, 2011; 0.039% of 390,000 active; Potency, µM (top dose mostly 114 µM), inactives show at the highest dose activity change, negative = inhibition, hits mostly inhibitors; note: potency is the fitted concentration of half-maximal effect; % is set by controls: 0 for no effect and ±100 for the full control effect; nearly all actives have a fitted effect of over 75% in size; some results filed as inactive show a strong effect at the top dose
Target sequence (P49798 whole entry, looked up): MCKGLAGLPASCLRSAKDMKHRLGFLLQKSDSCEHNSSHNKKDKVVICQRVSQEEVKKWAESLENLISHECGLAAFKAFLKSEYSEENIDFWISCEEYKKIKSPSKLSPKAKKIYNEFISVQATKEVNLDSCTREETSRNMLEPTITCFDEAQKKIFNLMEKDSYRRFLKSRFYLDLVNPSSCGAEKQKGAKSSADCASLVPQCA
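MLSMR compounds (23 nl, pin-transferred) preincubated 10 min at room temperature with a 500nM (2x) first reagent, then RGS4 at 900nM (2x) plus Transcreener GDP mix added; fluorescence polarization (620/688 nm) read before and after 90 min at 30 °C.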
Vif-APOBEC3F blk: qHTS for Inhibitors of Vif-A3F Interactions: qHTS; AID 602313, 2012; 0.2% of 390,000 active; Potency, µM (series often up to 46.1 µM), for inactives: top-dose activity, negative = active; HeLa A3F-eYFP + Vif (tagged APOBEC3F with the HIV-1 protein that degrades it), YFP fluorescence increase; note: potency is the fitted concentration of half-maximal effect; % of control where 0% means no effect; nearly all actives have a fitted effect of over 65% in size
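Fluorescence increase (Ex 488/Em 500-530) after overnight compound treatment at 37 deg C flags inhibition of Vif-driven A3F-eYFP loss in stable HeLa A3F-eYFP/Vif cells seeded overnight beforehand.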
Starred values were filed as active, the others as inactive; ? = inconclusive; / = not tested or not shown; & = joins results of further samples; [ ] = another dose, or the depositor's remark. Unless noted, calls come from the whole dose curve; as a rule, active = well fitted curve in the direction sought with a large enough effect; inconclusive = small, poorly fitted or top-dose-only effect, or another doubt; inactive = no such curve, though single readings can be large; an effect the other way counts as inactive or inconclusive. Only part of the results is shown; rates above refer to the full screens.

SMILES	Glioma ERSR ind	TrxR1 substrate	rTrxR1 inhibitor	USP1 inh	LDHA block	IDH1 R132H inh	Vif-APOBEC3G blk	RGS4 inh	Vif-APOBEC3F blk
CC12CCC(=O)N1C(C(=O)NNC(=O)COc1ccccc1F)CS2 (stereo unspecified)	-2%	-5%	-6%	-4%	-6	7%	-2%	-19%	-9%
COc1cccc(N2CCN(S(=O)(=O)c3ccc4c(c3)NC(=O)CS4)CC2)c1	-1%	-2%	31%	-30%	-6	0%	-2%	-10%[56.9 µM]	1%
COc1cc(/C=N/NC(=O)c2[nH]nc3c2CCc2ccccc2-3)ccc1O	-1%	-2%	19%	-26%	-1	1%	?	-6%[11.4 µM]	?
CC1(C)C(C(=O)OCC(Cl)(Cl)Cl)N2C(=O)C(NC(=O)Cc3ccccc3)C2S1=O (stereo unspecified)	-4%	4%	-4%	-15%	-10	-1%	1%	17%	2%
CCCOc1ccc(C(=O)C(CCC(CNCC)C(=O)c2ccc(OCCC)cc2)CNCC)cc1 (stereo unspecified)	-15%	-13%	?	-24%	3	9%	9%	-14%	2%
CCOC(=O)c1sc(-c2ccccn2)nc1C	3%	5%[57.1 µM]	1%[57.1 µM]	-18%	-2	4%	-3%	0%	-4%
Nc1cc(N)nc(SCC(=O)c2ccc3c(c2)NC(=O)CO3)n1	0%	7%	20%	-4%	0	13%	-2%	-15%	-12%
O=C1c2ccccc2C(=O)N1CCCCSc1nc2ccccc2o1	-3%	1%[57.1 µM]	7%[57.1 µM]	-26%	1	-2%	-4%	10%	-8%
C=CCn1c(SCC(=O)c2ccc(O)c(O)c2)nnc1-c1cccnc1	0%	-5%	-3%	-14%	1	5%	-5%	-14%[11.4 µM]	-8%
Cc1ccc(Cl)cc1N1CCN(C(=O)C(C)n2ncn3cccc3c2=O)CC1 (stereo unspecified)	-2%&-3%	-11%[57.1 µM]	-18%[57.1 µM]	9%&-11%	-2&1	?	-10%&-3%	2%&2%	0%&1%
Cc1cc(C)cc(OCC(=O)Nc2nc(-c3ccc(F)cc3)ns2)c1	-2%	1%	18%	-19%	1	-3%	3%	3%	-14%
COc1ccc(CCNC(=O)Cc2c(C)c3cc(OC)c(OC)cc3oc2=O)cc1	-4%	98%[activator]	20%	-25%	-8	-5%	2%	0%	-6%
Cc1ccc(S(=O)(=O)Nc2ccc(-c3ccc(N4CCCCCC4)nn3)cc2)c(C)c1	6%	-1%[57.1 µM]	25%[57.1 µM]	-26%	-7	25%	2%	4%	7%
CCOCCCNC(=O)CN1CCN(Cc2ccccc2C)C1=O	1%	6%	26%	-27%	-2	13%	0%	-9%	-1%
COc1cc2cc(Oc3ccc4ccc(=O)oc4c3)c(=O)oc2cc1OC(=O)/C=C/c1ccccc1	-4%	-3%	-8%	?	-1	12%	0%	1%	7%
CCN(CC)S(=O)(=O)c1ccc(N2CCN(C)CC2)c(NC(=O)CSCC(=O)Nc2cccc(C)c2)c1	-3%	7%[57.1 µM]	18%[57.1 µM]	-4%	-8	7%	2%	-4%	3%
COc1ccc(-n2c(SCC(=O)N3CCOCC3)nc3ccccc3c2=O)cc1	-1%	-2%	4%	-20%	-6	8%	-1%	-2%	-5%
Cc1cccc(CSc2nn3c(=O)c(C)nnc3s2)c1	-4%	-8%	-10%	-21%	-5	5%	1%	-8%	-16%
Cc1cccc(C(=O)OCC(=O)NCc2ccco2)c1	-5%	-4%	-12%	-14%	-3	-1%	0%	-18%	3%
O=C(Cc1ncc(C(F)(F)F)cc1Cl)NCc1cccnc1	-5%	-6%	2%	-16%	-1	10%	4%	0%	-1%

3 of the entries above in order of the Glioma ERSR ind value, highest first:
Structure | Glioma ERSR ind
COc1ccc(-n2c(SCC(=O)N3CCOCC3)nc3ccccc3c2=O)cc1 | -1%
O=C1c2ccccc2C(=O)N1CCCCSc1nc2ccccc2o1 | -3%
CC1(C)C(C(=O)OCC(Cl)(Cl)Cl)N2C(=O)C(NC(=O)Cc3ccccc3)C2S1=O (stereo unspecified) | -4%

(continued)
SMILES	Glioma ERSR ind	TrxR1 substrate	rTrxR1 inhibitor	USP1 inh	LDHA block	IDH1 R132H inh	Vif-APOBEC3G blk	RGS4 inh	Vif-APOBEC3F blk
CCOC(=O)C1=C(COC(=O)CCNS(=O)(=O)c2ccc(NC(C)=O)cc2)NC(=O)NC1C (stereo unspecified)	0%	-7%[57.1 µM]	16%	-2%	-5	-5%	-3%	6%	-1%
CCn1c(=O)c(CCC(=O)NCC2CCCO2)c(C)c2c(C)nn(-c3ccc(C)cc3)c21 (stereo unspecified)	-3%	4%	15%	-3%	-7	0%	1%	27%	-2%
CC(C)(c1ccccc1)c1ccc(OCCCN2CCNCC2)cc1	-4%	4%[57.1 µM]	14%[57.1 µM]	-8%	?	11%	1%	8%	-5%
COC(=O)c1ccc(COc2ccccc2/C=N/NC(N)=O)o1	-1%	1%[57.1 µM]	7%	?	-5	4%	0%	-5%	-1%
COc1cccc(C(C(=O)NCc2ccco2)N(Cc2ccco2)C(=O)Cn2nnc3ccccc32)c1 (stereo unspecified)	-3%	14%[57.1 µM]	13%[57.1 µM]	-28%	-6	-7%	-13%	-5%	-12%
Cc1c(Cl)cccc1NC(=O)COCc1cc(-c2ccc3c(c2)OCO3)on1	-5%	-1%	10%	-14%	-7	-9%	-6%	8%	-2%
CC1CCCCC1NC(=O)Cn1cc([N+](=O)[O-])ccc1=O (stereo unspecified)	-2%	-11%	6%	-7%	-17	-9%	0%	-13%	5%
Cc1ccc2nc(Nc3ccc(C)c(F)c3)c3nncn3c2c1	-2%	22%	21%	5%	-4	-10%	1%	-2%	?
Cc1nn(C)c2c1c(C(F)(F)F)cc(=O)n2C(C)C(=O)N1CCN(c2ccccc2)CC1 (stereo unspecified)	-3%	-7%[57.1 µM]	-8%[57.1 µM]	-29%	6	14%	-1%	-27%	-2%
COC(=O)C1C(=O)CC(C)(O)C(C(=O)OC)C1c1ccc2c(c1)OCO2 (stereo unspecified)	-2%	-6%	-15%	6%	0	0%	1%	5%	-2%
COC(=O)c1ccc(OC)c(NS(=O)(=O)c2ccc(-n3cnnn3)cc2)c1	0%	-2%[57.1 µM]	-3%[57.1 µM]	-11%	-5	1%	2%	35%	5%
O=C(/C=C/c1ccccc1Cl)c1ccccc(=O)c1O	-11%	-7%	35µM*	-26%	1	0%	?	?	?
CCc1cccc(C)c1NC(=O)Nc1ccc2c(c1)OCO2	-2%	10%	25%	-9%	2	5%	5%	?	4%
CC(C)(O)C#Cc1ccc(C(=O)N2CCN(c3ccc(Cl)cc3)CC2)cc1	-1%	2%[57.1 µM]	2%[57.1 µM]	-10%	-4	-5%	0%	-19%	?
CC(C)COC(=O)c1ccccc1OC(=O)c1ccncc1	-3%	7%[57.1 µM]	-1%[57.1 µM]	-9%	-6	-1%	6%	-14%	-4%
Cc1nc[nH]c(=O)c1Br	7%	9%[57.1 µM]	13%	-18%	-9	1%	2%	27%	3%
Cc1ccc(OC(=O)C2CCN(C(=O)c3ccccc3C)CC2)c(Br)c1	-3%	-6%	10%	-2%	-7	2%	1%	7%	-10%
O=C1C=C(c2ccc3c(c2)OCO3)C[C@@H](c2ccc(Cl)cc2)C1	-3%	-10%	0%	8%	-5	-20%	1%	7%	-16%
Cc1cc(CN(C)C(=O)c2ccc3nc(Cc4ccccc4F)oc3c2)n[nH]1	-3%	-4%	-11%	-3%	-1	11%	1%	-3%	1%
COc1ccc(CCNC(=O)c2cc([N+](=O)[O-])cc([N+](=O)[O-])c2)cc1OC	-2%	4%	16%	-22%	0	2%	3%	-10%	1%
CNC[C@@H]1Oc2ccc(NS(=O)(=O)c3ccc(OC)cc3)cc2CC(=O)N([C@H](C)CO)C[C@@H]1C	-4%	2%	-10%	-12%	-8	7%	-2%	-14%	-2%
COc1ccc(OC)c(CCNC(=O)C2CCN(c3nnc(-n4cccc4)s3)CC2)c1	-2%	-3%	4%	-8%	-15	-5%	3%	1%	1%
COc1cc(OC)c(-c2nn3c(-c4cc(C)[nH]n4)nnc3s2)cc1OC	-1%	83%[activator]	-4%	/	4	/	-2%	-31%	/
Cc1ccc(-n2nc3ccc(NC(=O)/C=C/c4ccco4)cc3n2)cc1C	?	-5%	?	-18%	3	-7%	-10%	-43%	?
Cc1cc(C)cc(NC(=O)Cn2c(=O)oc3cc(S(=O)(=O)N4CCCC4)ccc32)c1	/	10%	17%	-24%	2	/	/	-34%	/
COc1ccccc1NC(=O)CCn1cnc2ccccc2c1=O	/	11%[57.1 µM]	41%[activator][57.1 µM]	-15%	-4	/	/	8%	/
COCCCNC(=O)c1sc2nc3n(c(=O)c2c1C)CCC3	-3%	-3%	8%	-12%	-2	-12%	0%	13%	0%
